Bioassay records deposited in PubChem BioAssay by Johns Hopkins Ion Channel Center.
KCNQ2 block – KCNQ2 potassium channel inhibitors, primary screen, cell-based, CHO-K1, FluxOR thallium flux, B-score (AID 2156). O88943. 20 min; stronger effect = lower value. B-score at 10 µM. 310,000 tested, 1.1% active;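 active = fluorescence ratio B-score at most minus 3 library SDs, with starting brightness B-score within 2 library SDs, cut at about -5.5 in these data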
Target sequence (O88943 whole entry, looked up): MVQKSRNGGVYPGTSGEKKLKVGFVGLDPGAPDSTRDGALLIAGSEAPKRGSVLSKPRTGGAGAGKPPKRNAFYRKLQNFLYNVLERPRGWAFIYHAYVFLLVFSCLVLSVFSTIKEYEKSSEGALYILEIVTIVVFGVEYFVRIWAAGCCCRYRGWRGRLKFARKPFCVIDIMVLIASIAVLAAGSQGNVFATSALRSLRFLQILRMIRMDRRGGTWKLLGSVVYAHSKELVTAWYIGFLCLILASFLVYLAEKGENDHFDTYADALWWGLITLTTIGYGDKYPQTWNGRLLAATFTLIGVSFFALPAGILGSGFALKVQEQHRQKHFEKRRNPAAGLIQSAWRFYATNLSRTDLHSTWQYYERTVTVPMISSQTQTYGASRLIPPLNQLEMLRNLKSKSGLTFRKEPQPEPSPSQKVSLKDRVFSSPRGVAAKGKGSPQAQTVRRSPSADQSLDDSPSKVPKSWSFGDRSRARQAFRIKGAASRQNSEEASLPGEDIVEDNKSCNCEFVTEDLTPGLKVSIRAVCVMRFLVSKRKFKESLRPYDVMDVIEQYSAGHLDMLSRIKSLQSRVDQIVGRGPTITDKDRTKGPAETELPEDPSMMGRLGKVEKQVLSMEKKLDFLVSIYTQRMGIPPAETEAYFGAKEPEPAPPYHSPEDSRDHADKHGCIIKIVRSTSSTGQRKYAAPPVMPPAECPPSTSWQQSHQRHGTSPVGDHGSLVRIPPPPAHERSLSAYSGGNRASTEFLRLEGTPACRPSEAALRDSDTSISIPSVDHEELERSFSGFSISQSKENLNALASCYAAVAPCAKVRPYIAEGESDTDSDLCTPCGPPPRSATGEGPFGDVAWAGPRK
Kir21 block – inhibitors of mouse Kir2.1 inward-rectifier potassium channel. P35561. HEK293-Kir2.1, FluxOR thallium flux fluorescence; stronger effect = lower value. B-score at 10 µM. 310,000 tested, 0.85% active. AID 1672;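 active = fluorescence ratio B-score at or below minus 3 SD of library scores, with starting-brightness B-score within 2 SD, cut at about -4.2 in these data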;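 also: channel flux triggered by added potassium and thallium sulfate stimulus; B-score of peak minus minimum fluorescence over baseline after thallium stimulus; more negative B-score means stronger Kir2.1 block with less thallium influx; some compounds called inactive have numbers as strong as hits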
* hit, by the source's call; i = inactive.

mol | KCNQ2 block | Kir21 block
COc1ccccc1CN1CCNC(=O)C1CC(=O)NCc1csc(C)n1 (stereo not drawn) | i | -0.23
CC1CCC2(CC1)NC(=O)N(CC(=O)N1CCN(S(=O)(=O)c3ccccc3)CC1)C2=O (stereo not drawn) | i | 0.28
CN(C(=O)COC(=O)/C=C/c1ccc(C(F)(F)F)cc1)C1CCS(=O)(=O)C1 (stereo not drawn) | i | 0.69
Nc1nc(Nc2cccc(Cl)c2)n[nH]1 | i | 0.33
CCCOC(=O)Nc1nnc(CCC)s1 | i | 0.35
CCOC(=O)Cc1csc(NC(=O)CSc2nnnn2-c2ccc(C)cc2C)n1 | i | -0.49
COc1ccc(NC(=O)c2ccccc2NC(=O)c2ccccc2)cc1 | i | 0.5
CCOC(=O)c1nn(-c2ccccc2)c2nnc(Cc3ccc(C)cc3)c(=O)n12 | i | -3.9
Cc1ccc(CNC(=O)CS(=O)(=O)Cc2nc(-c3ccccc3F)oc2C)cc1 | i | -0.02
O=C(Cc1ccccc1)Nn1c(-c2ccccc2)nc2ccccc2c1=O | i | 0.33
CC(C)(C)n1cnc2cc(NC(=O)c3cccs3)ccc21 | i | 1.2
CCc1ccc2c(c1)C(=O)C[C@]1(CCC[C@H](C)C1)O2 | i | -0.86
N#C/C(=C\c1cccc(O)c1)C(=O)N1CCCCC1 | i | 1.7
CN(C)/C=C1\NC(=S)N(c2ccc(Cl)cc2)C1=O | i | -0.8
Cc1cc(C)n(CCC(=O)N/N=C/c2ccc(O)cc2O)n1 | i | 1.9
Cc1c(C(=O)N2CCN(Cc3ccc4c(c3)OCO4)CC2)sc2ncnc(N3CCN(c4ccccc4)CC3)c12 | i | 1.2
O=C(NCCc1c[nH]c2ccccc12)/C(=C\c1cccnc1)NC(=O)c1cccs1 | i | -0.19
Cc1c(N=Cc2ccncc2)c(=O)n(-c2ccccc2)n1C | i | -0.31
CCOc1ccccc1NC(=O)C(OC(=O)c1ccc(O)cc1)c1ccccc1 (stereo not drawn) | i | -2
Cc1ccc(C)c(NC(=O)C(OC(=O)c2cnc(C)cn2)c2ccccc2)c1 (stereo not drawn) | i | -0.14

Reprinted from the part before: five compounds, followed by the next part.
mol | KCNQ2 block | Kir21 block
Cc1c(C(=O)N2CCN(Cc3ccc4c(c3)OCO4)CC2)sc2ncnc(N3CCN(c4ccccc4)CC3)c12 | i | 1.2
O=C(NCCc1c[nH]c2ccccc12)/C(=C\c1cccnc1)NC(=O)c1cccs1 | i | -0.19
Cc1c(N=Cc2ccncc2)c(=O)n(-c2ccccc2)n1C | i | -0.31
CCOc1ccccc1NC(=O)C(OC(=O)c1ccc(O)cc1)c1ccccc1 (stereo not drawn) | i | -2
Cc1ccc(C)c(NC(=O)C(OC(=O)c2cnc(C)cn2)c2ccccc2)c1 (stereo not drawn) | i | -0.14
CN(C)CC1CCCCC1OC(=O)/C=C/c1ccccc1 (stereo not drawn) | i | -0.27
O=C(NC1CCCC1)[C@@H]1CSC2c3ccccc3C(=O)N21 (stereo partly drawn) | i | -0.85
Cc1oc(-c2cccc(Cl)c2)nc1CSc1nc2c(c(=O)[nH]1)CCC2 | i | 1.3
O=C(CCn1nnc2ccccc21)N1CCN(c2ccccc2)CC1 | i | -0.93
CCOc1ccc(NCC(=O)Nc2ccc(Cl)cc2C)cc1 | i | -1.1
C=CCn1c(=NC(=O)c2ccccc2[N+](=O)[O-])sc2cc(S(C)(=O)=O)ccc21 | i | 0.97
O=C(Cn1nnc2ccccc21)Nc1ccc(Cl)cn1 | i | 2.4
O=C(Nc1ccc2nc3n(c(=O)c2c1)CCCCC3)C(=O)N1CCN(c2ccccc2F)CC1 | i | 0.69
CN(C)C(CNc1ncnc2ccccc12)c1c(F)cccc1Cl (stereo not drawn) | i | -2.4
NCCCC[C@@H]1NC(=O)[C@H](CCC(=O)O)NC(=O)c2cc([N+](=O)[O-])cc(I)c2SC[C@@H](C(=O)NCC(N)=O)NC1=O | i | 2
COc1cc(/C=C(\C#N)C(=O)c2c[nH]c3ccccc23)cc(OC)c1O | i | -1.1
c1ccc(CSc2ncnc3ccccc23)cc1 | i | -0.85
COc1ccccc1N=C(C)C1=C(O)CC(c2ccccc2)CC1=O (stereo not drawn) | i | 0.26
COc1ccccc1C(=O)N/C(=C\c1ccccc1)C(=O)NC(Cc1ccccc1)C(=O)O (stereo not drawn) | i | 1.1
COc1cc(SC)ccc1C(=O)NCCOc1c(C)cc(C)cc1C | i | 1.8
Nc1nc(N)c2[nH]cnc2n1 | i | 0.94
CCN(C(=O)COC(=O)c1ccc(Br)o1)C1CCCCC1 | i | -0.14
CSc1ccccc1NC(=O)CN(C)C(C)C(=O)Nc1ccc(C#N)cc1 (stereo not drawn) | i | 0.13
Cc1cc(C(=O)NC(Cc2c[nH]c3ccccc23)C(=O)O)c(C)o1 (stereo not drawn) | i | 1.6
CN1C(N)=NC(=O)/C1=C/c1ccc(OC(F)(F)F)cc1 | i | 0.58
O=C(Cc1ccc(F)cc1)NC1CCS(=O)(=O)C1 (stereo not drawn) | i | 2
CC1(c2ccccc2)NC(=O)N(CC(=O)Nc2ccccc2N2CCCCC2)C1=O (stereo not drawn) | i | 0.63
CN(C)S(=O)(=O)c1ccc(C(=O)Nc2ccc3c(c2)CCC3)cc1 | i | -0.76
O=C(CCSc1nc(-c2ccc3c(c2)OCO3)cc(C(F)(F)F)n1)NCc1ccccc1 | i | 1.5
O=C(c1ccc2nc(Cc3cccc(Cl)c3)oc2c1)N1CCC[C@H]1CO | i | 0.88
O=C1[C@@H]2C(c3cccnc3)=NO[C@@H]2C(=O)N1c1ccc2ccccc2c1 | i | -0.19
COc1ccc(CCNc2cc(C)nc3c(-c4ccccc4)c(C)nn23)cc1OC | i | 1.7
O=C(NCC(=O)N1CCN(c2ncc(C(F)(F)F)cc2Cl)CC1)c1ccc(Br)o1 | i | 0.31
CC(=O)Nc1ccc(S(=O)(=O)NCc2ccncc2)cc1 | i | -1.4
C=CC(C)(C)c1cc2cc3ccoc3cc2oc1=O | i | 0.14
C=CCN(CC=C)S(=O)(=O)c1ccc(NC(=S)NC(=O)c2ccc(-c3ccccc3)cc2)cc1 | i | 0.68
CCOc1ccccc1NC(=O)Cn1c(=O)n(-c2ccccc2)c(=O)c2oc3ccccc3c21 | i | 0.54
CCOC(=O)C1=C(C)N(C)C(=O)NC1c1c(OC)ccc2ccccc12 (stereo not drawn) | i | 0.21
Cc1ccc(C2SCCN2C(=O)c2ccc([N+](=O)[O-])cc2)cc1 (stereo not drawn) | i | -6.5*
CCCNC(=O)CSc1nccn1Cc1ccco1 | i | -1.7
Cc1onc(-c2ccccc2)c1C(=O)NCc1ccc(F)cc1 | i | -0.73
Cc1cccc(C)c1NC(=O)Nc1ccc(S(N)(=O)=O)cc1 | i | 0.2
CCC(=O)Nc1cc(-c2nn(C)c(=O)c3ccccc23)ccc1N1CCCCC1 | i | 0.66
CC1CCCCN1CC(=O)Nc1ccc(N2CCCCCC2)cc1 (stereo not drawn) | i | -0.22
O=C(NC1CCCC1)C1CC(=O)N(c2ccc(F)c(Cl)c2)C1 (stereo not drawn) | i | 0
COc1ccc(/C=C2/CCOC2=O)cc1 | i | -0.93
Cc1ccc(CNC(=O)C(=O)NCCC2CCCCN2S(=O)(=O)c2ccc(C)cc2)cc1 (stereo not drawn) | i | -0.05
COCC(=O)Nc1ccc(OC)c(Cl)c1 | i | 0.48
CCCCN(CC)CCNC(=O)C1CCCN(S(=O)(=O)c2cccc3nsnc23)C1 (stereo not drawn) | i | -0.08
COc1cccc(C(=O)N(C)C(C)c2nc3ccccc3s2)c1 (stereo not drawn) | i | 0.1
CCC1CCCCN1CCCNC(=O)c1ccc2c(=O)n(Cc3ccc(OC)cc3)c(=O)[nH]c2c1 (stereo not drawn) | i | -0.84
O=c1[nH]nc(SCCS(=O)(=O)c2ccc(F)cc2)n1-c1ccc2c(c1)OCCO2 | i | 2.3
O=C(O)c1ccc(C(=O)O)c(C(=O)c2ccccc2)c1 | i | -0.36
CC(C)(C)NC(=O)c1ccc(NC(=O)CSc2ccccc2)cc1 | i | -0.38
COc1ccccc1N(Cc1ccccc1)S(=O)(=O)c1cccc(C(=O)NC2CC(C)(C)NC(C)(C)C2)c1 | i | -1.4
CSc1ncc(CN2CCN(C3CCCCC3)C(CCO)C2)cn1 (stereo not drawn) | i | 0.78
COc1ccc2cc3c(N)nn(C(=O)C4CCC(C(C)(C)C)CC4)c3nc2c1 (stereo not drawn) | i | 1.7
CC(NC(=O)C1CCCN(S(=O)(=O)c2ccc(-n3cnnn3)cc2)C1)c1ccc(F)cc1 (stereo not drawn) | i | -1.8
CCOc1cccc2cc(C(=O)NCc3ccc(OC)cc3)c(=N)oc12 | i | -1.5
CCc1ccccc1-n1c(-c2ccncc2)n[nH]c1=S | i | -0.83
COC(=O)/C=C1\SC(=NC(=O)c2ccc(OC)cc2)NC1=O | i | -0.4
Cc1ccc(-c2nn(-c3cc(Cl)ccc3[N+](=O)[O-])c(=O)c3ccccc23)cc1C | i | -0.67
O=C(CSc1ncnc2c1oc1ccccc12)NCc1ccc(F)cc1 | i | 1.1
COc1cc(NC(=O)CCc2ccccc2)c(C(=O)O)cc1OC | i | -0.54
Cc1cc(/C=C(\C#N)C(=O)NCc2ccco2)c(C)n1-c1ccc(C(=O)O)cc1 | i | -0.78

Next part
mol | KCNQ2 block | Kir21 block
Cc1ccc(S(=O)(=O)CC(=O)c2cc3cccc(C)c3oc2=O)cc1 | i | 1.5
CC1CN(CCOc2ccccc2-c2ccccc2)CC(C)O1 (stereo not drawn) | i | 0.36
CC1=C(C(=O)Nc2cccc(C(=O)N3CCC(C(N)=O)CC3)c2)SCCO1 | i | 1.1
COc1ccc(Cl)cc1N1C(=O)C2CCCN2C1c1cccc(F)c1 (stereo not drawn) | i | 0.87
CCNC(=S)N(Cc1ccccc1)Cc1nc2ccccc2c(=O)[nH]1 | i | -0.35
COc1ccccc1NC(=O)COc1ccc(C(=O)OCC(=O)NC(C)(C)C)cc1OC | i | 0.32
COc1ccc(NC(=O)NNC(=O)COc2ccc3cc(Br)ccc3c2)cc1OC | i | 1.4
Cc1c(CN2CCC(Oc3ccc(C(=O)N4CCCCC4)cc3)CC2)cnn1C | i | -1.5
COc1ccc2cnnc(SCC(=O)Nc3ccccc3)c2c1OC | i | 0.46
CCOc1ccc(Br)cc1C(=O)N/N=C/c1cccc(C)n1 | i | 0.29
COc1ccc(S(=O)(=O)N2CCCCC2)cc1NC(=O)C1COc2ccccc2O1 (stereo not drawn) | i | 0.67
CC1(C)CC(=O)C(C(c2ccncc2)C2C(=O)CC(C)(C)CC2=O)C(=O)C1 | i | -0.31
O=C(Nc1cccc(-c2cnc3ccccc3n2)c1)c1ccccc1 | i | -1
CC(C)C(=O)O/N=C(\N)c1ccc(Oc2ccc(Cl)cc2)c([N+](=O)[O-])c1 | i | 0.02
Cc1cccc(OCC(=O)NNC(=O)CSc2ncc(C#N)c(N)n2)c1 | i | -0.11
CCn1c(SCC(=O)c2ccc(O)c(O)c2)nnc1-c1ccccc1 | i | 0.35
Nc1ccc(N=Nc2ccccc2)c2ccccc12 | i | 1.4
Cc1cc(C(=O)OCC(=O)N(C)c2ccccc2)ccc1[N+](=O)[O-] | i | 0.78
Cc1cc(C)n(CC(=O)NN)n1 | i | 0.28
Cc1cccc[n+]1C1C(c2ccc([N+](=O)[O-])cc2)C(C#N)=C(C(=C=[N-])C#N)NC1(O)C1CC1 (stereo not drawn) | i | -1.3
O=C(N/N=C/c1cn(Cc2cccc(F)c2)c2ccccc12)c1cc(O)cc(O)c1 | i | -0.01
CCOc1ccc2nc(NC(=O)c3cccc(-c4cc5ccccc5oc4=O)c3)sc2c1 | i | -0.67
Cc1ccc(NS(=O)(=O)c2ccc(N3C(=O)CCC3=O)cc2)cc1 | i | -0.2
COc1cccc(F)c1C(C[N+](=O)[O-])c1c(N)n(C)c(=O)n(C)c1=O (stereo not drawn) | i | 0.22
N#Cc1ccccc1CSc1ccccn1 | i | -0.98
Cc1cc(C)cc(OCc2nnc(SCC(=O)c3ccccc3)o2)c1 | i | 0.58
Cc1cc(C)c2cc(C#N)c(SCC(=O)NCc3ccco3)nc2c1 | i | -0.69
CC(=O)c1ccc(S(=O)(=O)N(C)C(C)CCc2ccco2)cc1 (stereo not drawn) | i | -0.41
O=C(Nc1nc2ccccc2n1CCN1CCOCC1)c1ccc(Cl)cc1 | i | 1
CCOC(=O)C(=O)Nc1nnc(CCc2ccccc2)s1 | i | -0.05
O=C(NCCCN1CCOCC1)c1ccc2nc(Cc3cccc(Cl)c3)oc2c1 | i | -0.29
CC1(C)Cc2c(c(N3CCOCC3)nc3sc(C(=O)Nc4ccccc4)c(N)c23)CO1 | i | 1.1
Cn1c(CNc2ccc(Cl)cc2)nnc1SCCN1CCCCC1 | i | -0.17
COc1ccc2oc(C(=O)OCC(=O)N(C)Cc3ccccc3)c(C)c2c1 | i | -0.21
Cc1ccc(C(=O)NCCCNCCCN(C)C)cn1 | i | -1.2
CN1c2cccc3cccc(c23)N(C)C1c1cccs1 | i | 1.1

A few values from the results shown:
Kir21 block with Cc1ccc(C(=O)NCCCNCCCN(C)C)cn1 reads -1.2
Kir21 block with O=C(Nc1nc2ccccc2n1CCN1CCOCC1)c1ccc(Cl)cc1 reads 1
Kir21 block with O=C(NCCCN1CCOCC1)c1ccc2nc(Cc3cccc(Cl)c3)oc2c1 reads -0.29
